Compound activity from PubChem.
Bim-Bfl-1 = human Bim-Bfl-1 interaction inhibition | Q16548 | inhibition, % at 10 µM | AID 1008 | Bead-based flow cytometry, Bim-Bfl-1 binding inhibition | 190,000 compounds, 0.12% hits;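 also: 0% = wells without compound plus tracer and 100% = blocker peptide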
GSH bead fluor = compound fluoresces at 488/530 nm on GSH beads. 190,000 compounds, 0.25% hits. GSH beads flow cytometry, compound fluorescence 488/530 nm; active compounds read high. fluorescence (KMESF) at 10 µM; in the data active = fluorescence above about 89;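 also: glutathione beads carrying GST-tagged Bcl family fusion proteins plus one bare bead set; values are compound well signal with DMSO vehicle wells as background; inactives centre near 16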
ABCG2 block = blocks JC-1 efflux by human ABCG2 transporter | Q9UNQ0 | 190,000 compounds, 0.1% hits | inhibition, % at 6.6 µM | IgMXP3 cells, flow cytometry;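 active = inhibition above 80%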;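 also: 0% = DMSO and 100% = nicardipine control wells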
Target sequence (Q9UNQ0 whole entry, looked up): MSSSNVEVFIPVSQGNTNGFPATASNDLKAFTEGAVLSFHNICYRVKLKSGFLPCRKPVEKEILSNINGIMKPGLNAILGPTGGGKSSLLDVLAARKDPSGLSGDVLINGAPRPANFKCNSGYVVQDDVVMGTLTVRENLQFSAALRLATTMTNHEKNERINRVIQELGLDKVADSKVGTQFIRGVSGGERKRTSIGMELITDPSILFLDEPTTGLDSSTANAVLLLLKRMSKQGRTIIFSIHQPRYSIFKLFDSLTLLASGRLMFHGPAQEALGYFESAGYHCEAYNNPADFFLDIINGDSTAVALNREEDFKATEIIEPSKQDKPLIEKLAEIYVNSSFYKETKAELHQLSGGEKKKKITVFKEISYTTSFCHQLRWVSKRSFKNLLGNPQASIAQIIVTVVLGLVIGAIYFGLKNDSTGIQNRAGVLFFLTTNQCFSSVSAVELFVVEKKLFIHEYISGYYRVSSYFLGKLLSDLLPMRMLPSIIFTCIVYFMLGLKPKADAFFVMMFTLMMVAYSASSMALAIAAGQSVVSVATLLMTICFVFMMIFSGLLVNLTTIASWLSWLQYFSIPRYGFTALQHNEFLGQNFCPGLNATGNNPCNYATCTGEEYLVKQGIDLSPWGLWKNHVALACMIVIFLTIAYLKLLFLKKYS
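Test system: IgMXP3 cells (ABCG2) mixed with DDAO far-red-labelled CCRF-Adr cells (ABCB1). Reagent: JC-1 transporter substrate. Compound dosing: single test compound dose, 6.6 µM final. Times: 10 min compound exposure, 25 °C. Detection: flow cytometry of retained JC-1 fluorescence. Read-out basis: efflux inhibition in percent versus controls. Controls: nicardipine and DMSO wells.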
RGS4-Gao reg = human RGS4-Galphao interaction regulation; Multiplexed bead flow cytometry, RGS4-Galphao binding; actives lie on both sides; binding response (% of control), % at 10 µM; 220,000 compounds, 0.33% hits; AID 1415; in the data active = binding response below about 49% or above about 150%; inactive = in between;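 also: fluorescent Galphao activated with aluminum fluoride binding bead-coupled RGS4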
Bcl-2 Bim block = inhibitors of Bim-Bcl-2 interaction, human. Bead-based flow cytometry, Bim peptide-Bcl-2 binding. inhibition, % at 10 µM. 190,000 compounds, 0.06% hits; in the data active = inhibition above about 40%; inconclusive = no clear call, values can overlap the other calls;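 also: 0% = no compound wells with probe peptide and 100% = reference peptide inhibitor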
RGS7-Gao reg = modulates binding of RGS7 to human Galphao; binding response (% of control), % at 10 µM; P09471; Multiplexed bead flow cytometry; actives lie on both sides; 220,000 compounds, 0.35% hits; in the data active = binding response below about 49% or above about 150%; inconclusive = no clear call, values can overlap the other calls; inactive = in between;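 also: fluorescent Galphao held in activated GDP-AlF4 state binding bead-coupled RGS7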
ABCB1 block = inhibitors of human ABCB1 transporter, ABCG2 counter-screen; P08183; CCRF-Adr cells, JC-1 efflux, flow cytometry; inhibition, % at 6.6 µM; 190,000 compounds, 0.067% hits; in the data active = inhibition above about 40%;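 also: 0% = vehicle and 100% = reference inhibitor; higher value means more JC-1 retained so stronger ABCB1 efflux block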
Bcl-XL Bim block = human Bim-Bcl-XL interaction inhibition. Q07817. Bim peptide-Bcl-XL binding, bead flow cytometry, fluorescence. inhibition, % at 10 µM. 190,000 compounds, 0.04% hits
Target sequence (Q07817 whole entry, looked up): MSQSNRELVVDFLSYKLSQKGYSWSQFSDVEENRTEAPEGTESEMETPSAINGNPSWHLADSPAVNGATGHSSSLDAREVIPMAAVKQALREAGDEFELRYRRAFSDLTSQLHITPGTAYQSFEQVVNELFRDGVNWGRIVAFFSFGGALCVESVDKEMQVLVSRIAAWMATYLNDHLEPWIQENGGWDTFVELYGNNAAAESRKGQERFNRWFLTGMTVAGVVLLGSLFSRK
Bcl-B Bim block = disrupts Bim peptide binding to human Bcl-B. Q9HD36. 190,000 compounds, 0.073% hits. AID 951. inhibition, % at 10 µM. bead-based flow cytometry;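 also: 0% = tracer peptide without compound and 100% = reference inhibitor peptide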
RGS8-Gao reg = human RGS8-Galphao interaction regulation. P09471. multiplexed bead flow cytometry, RGS8-Galphao binding; actives lie on both sides. response (percent of control binding), % at 10 µM. 220,000 compounds, 0.34% hits; in the data active = response below about 60% or above about 140%; inactive = in between;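 also: Galphao activated as the GDP aluminium fluoride complex binding bead-coupled RGS8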
Bim-Bcl-W = human Bim-Bcl-W interaction inhibition; inhibition, % at 10 µM; Q92843; 190,000 compounds, 0.02% hits; bead-based flow cytometry, Bim peptide-Bcl-W binding;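 also: 0% = bound tracer without compound and 100% = peptide blocker; higher means less fluorescent Bim peptide bound to Bcl-W beads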
An asterisk follows results filed as active; ? = inconclusive; [ ] = another dose, or the depositor's remark. Rule as the data show it, unless noted: active = inhibition above about 40%.

SMILES	Bim-Bfl-1	GSH bead fluor	ABCG2 block	RGS4-Gao reg	Bcl-2 Bim block	RGS7-Gao reg	ABCB1 block	Bcl-XL Bim block	Bcl-B Bim block	RGS8-Gao reg	Bim-Bcl-W
CCc1cc2cccc(C)c2nc1SCC(=O)N1CCN(C(=O)c2ccco2)CC1	-12	5	2	103	-3	103	1.0	-7	-2	100	1
COc1ccc(N=CC2=C(O)CCCC2=O)cc1	-9	37	3	104	-7	100	0.7	-4	-6	102	-3
Cc1ccc(Cn2nc3c(cc2=O)CCc2ccccc2-3)cc1	-6	13	21	98	-4	101	1.6	1	-5	100	0
Cc1cccc(C)c1OC(=O)CSc1nnc(-c2ccccc2)o1	0	21	0	104	0	106	2.7	-3	-3	100	0
O=C(Nc1cccnc1)c1cc(-c2ccc3c(c2)OCO3)on1	-10	5	2	101	-6	100	0.2	-4	-2	103	0
COCC(C)NC(C(=O)Nc1cccc(C(C)=O)c1)c1ccccc1 (configuration not stated)	-1	18	2	105	-2	100	-0.1	-1	-2	102	-2
O=C(COC(=O)c1ccccc1C(=O)c1ccc(Cl)c([N+](=O)[O-])c1)NC1CCCCCC1	-2	16	7	99	-2	99	5.5	-3	0	100	0
Cc1ccc(NC(=S)N(CCN(C)C)Cc2cc3cc(C)ccc3[nH]c2=O)cc1	-2	10	1	104	-3	103	0.7	-2	-10	109	0
CCOc1ccc(-c2cc(CCCC(=O)NCCC(C)C)no2)cc1	-6	11	3	95	-6	92	0.6	-2	-2	98	0
CC(NC(=O)C(CC(=O)OC(C)(C)C)NC(=O)OC(C)(C)C)C(N)=O (configuration not stated)	-21	37	1	99	-7	106	1.0	-8	-8	103	-2
Cc1ccc(C)c(N2CCN(C(=O)Nc3ccc4c(c3)N(C)C(=O)CS4)CC2)c1	4	11	3	102	0	99	0.8	-3	0	102	-6
O=C(NC1CCCCC1)C(c1ccncc1)N(CC1CCCO1)C(=O)C(F)(F)F (configuration not stated)	0	16	0	104	-1	104	0.4	0	1	105	-4
Nn1cnc2sc3c(c2c1=O)CCC3	-6	13	1	99	-5	97	0.4	0	-6	100	2
COc1ccc(OC)c(-c2cc(C(=O)N3CCc4ccccc4C3)no2)c1	-11	4	2	98	-12	100	0.0	-6	-8	101	5
O=C(CCC(=O)Nc1ccccc1)NNS(=O)(=O)c1ccccc1[N+](=O)[O-]	4	25	-1	105	1	?	-0.4	0	2	104	-1
CCc1nnc(NC(=O)C2Cc3ccccc3CN2S(=O)(=O)c2ccc(C)cc2)s1 (configuration not stated)	-4	14	3	96	-2	97	1.6	-4	0	99	-3
COc1ccccc1/C=C/CN1CCOCC1	-3	32	2	101	-3	100	0.4	0	0	102	1
O=C(CSc1ccccc1C(=O)O)NCc1ccccc1	-4	13	1	100	0	99	-0.3	-1	0	101	0
Cc1[nH]n(-c2ccccc2)c(=O)c1/C=N/N1C(=O)c2ccc3c4c(ccc(c24)C1=O)CC3	-9	14	-11	91	-15	90	-1.6	-2	-1	96	3
CC(C)CC1=NN(C(=O)c2cccnc2)C(O)(C(F)(F)F)C1 (configuration not stated)	0	4	3	100	3	101	0.3	-3	-2	100	0
CCCCCc1nc(N)c(C#N)c(-c2ccco2)c1CCCC	-19	32	12	106	-14	102	1.0	-6	-11	101	-1
Cc1cc(C)nc(N2CCC(C(=O)N3CCN(c4cc(Cl)ccc4C)CC3)CC2)n1	-9	26	1	97	-5	101	1.2	-2	-8	101	0
O=C(CCCCn1c(=S)[nH]c2ccsc2c1=O)NCc1ccco1	5	13	11	97	-3	102	0.5	-5	-20	100	2
Cc1cccc(C2N(c3nccs3)C(=O)C3CCCN32)c1 (configuration not stated)	-27	31	0	100	-2	100	0.1	-7	-8	105	-5
CCCCCC1(C)NC(=S)N(c2ccccc2)N1 (configuration not stated)	-3	13	12	106	-1	101	0.3	0	-9	97	2
CCOc1c(CNCCNC(=O)c2nonc2N)cccc1OC	-1	22	1	100	0	100	0.5	0	1	103	0
COc1ccc(CNC(=O)c2c(O)c3cccc4c3n(c2=O)CCC4)cc1OC	-12	51	2	93	-7	98	1.0	6	-6	98	5
Cc1ccc(NC(=O)CCn2c(=O)oc3ccccc32)c(C)c1	-2	11	1	109	-1	107	0.4	-2	0	109	0
CCNC(=O)CC1C(=O)N(c2ccc(C)cc2)C(=O)N1Cc1ccccn1 (configuration not stated)	-2	17	0	96	-3	99	0.1	-2	-5	99	-4
O=C(O)Cn1c(SCc2ccccc2)nc2ccccc21	-10	15	3	103	-4	102	1.0	-2	-6	102	-2
Cc1cccc(OCCn2c(S(=O)(=O)O)nc3ccccc32)c1	-3	22	-2	95	-1	93	-2.8	-3	-1	99	-1
CC(C)c1ccc(COc2ccc(C(=O)N3CCOCC3)cc2)cc1	1	13	0	105	0	105	0.2	0	-3	106	2
O=C(O)CSc1nnnn1-c1ccc2c(c1)OCCO2	0	17	1	101	-2	102	0.3	-7	-8	100	-4
Cc1cccc(Cc2ccc(Cl)nn2)c1	-3	10	3	102	1	99	-0.2	0	1	102	0
CCSc1nc2c(c(=O)[nH]c(=O)n2C)n1C/C=C(/C)Cl	1	9	1	91	1	94	0.1	-3	0	105	0
COCCn1c(SCC(=O)Nc2ccc(F)cc2)nc2c(oc3ccccc32)c1=O	-4	7	2	101	-4	102	0.9	0	-4	105	-1
Cc1ccccc1-n1c(=O)cc(N2CCN(C(=O)c3ccco3)CC2)[nH]c1=O	-17	13	1	100	-8	98	0.3	-8	-5	97	-3
CC1(C)CNC(=O)CC(C)(C)N1	-4	12	5	98	1	100	1.5	-1	-2	99	-2
CCCCOc1ccc(C(=O)N/N=C/c2ccc(OCCN3CCCCC3)c(OC)c2)cc1	-18	12	7	100	-5	104	0.8	-10	0	100	-2
COc1ccc(/C(O)=C2/C(=O)C(=O)N(CC3CCCO3)C2c2ccc(OC)c(OC)c2)cc1 (configuration not stated)	-1	8	2	101	-5	99	0.6	-6	1	103	0
CCCN(CCC)C(=O)C1c2ccccc2Oc2ccccc21	-9	4	4	97	-4	97	0.7	-1	-2	99	4
COc1cc(/C=C/c2ccc3cccc(OC)c3n2)c(O)c([N+](=O)[O-])c1	-5	16	-6	99	-2	?	-0.6	-7	-3	98	-3
S=C(Nc1ccc2c(c1)OCO2)Nc1ccc2c(c1)OCO2	3	22	1	142	2	159*[activator]	0.1	-7	-16	141*[activator]	-4
O=C(CCCn1c(=O)c2sccc2n(CC(=O)NCc2ccco2)c1=O)NCc1ccco1	-2	24	0	89	-3	101	-0.1	1	-3	92	-1
CC(=O)Nc1ccc(S(=O)(=O)c2ccc(N)cc2)cc1N	-12	24	-1	104	-9	100	-0.4	-2	-9	102	0
C=CCNc1sc(C(=O)c2ccccc2)c(N)c1C#N	-1	26	0	101	-1	100	-0.1	0	-4	101	-1
COc1ccc(NC(=O)c2cccc(NC(=O)C(C)C)c2)c([N+](=O)[O-])c1	-12	22	11	90	-10	87	0.5	-9	-11	96	-7
O=C(CSc1nnc(-c2cccnc2)o1)Nc1ccc(Cl)cc1	-2	12	14	99	4	99	-0.5	1	1	104	5
COc1cc(O)oc1C=Nc1ccc(Oc2ccccc2)cc1	0	15	0	97	0	97	0.0	-2	-4	91	2
CCC(C)NC(=O)COC(=O)c1cccnc1Nc1ccccc1F (configuration not stated)	10	8	10	97	2	97	0.5	4	0	88	0
CCN1CCCC1Cn1cnc2c([nH]c3cc(OC)ccc32)c1=O (configuration not stated)	-9	68	1	99	-4	98	0.4	-12	-6	100	2
CC12CN3CC(C)(CN(C1)C3c1ccc(F)cc1)C2 (configuration not stated)	-4	10	0	103	-1	102	0.2	-1	-5	108	-1
COc1ccc([N+](=O)[O-])cc1/C=N/NC(=O)CNC(=O)c1cccc(F)c1	-14	16	10	89	-12	96	0.4	-6	-8	96	-5
COc1ccc(NC(=O)Nc2nnc(N3CCCCC3C)s2)cc1OC (configuration not stated)	0	13	11	100	-4	101	0.0	-4	-10	100	-6
Cc1ccc(S(=O)(=O)N2CCN(c3nc(C)c4c(c3C#N)CC(C)(C)OC4)CC2)cc1	-1	14	3	99	-3	100	2.1	-1	2	99	0

Three entries out of the list, ordered by SMILES length, descending:
SMILES	Bim-Bfl-1	GSH bead fluor	ABCG2 block	RGS4-Gao reg	Bcl-2 Bim block	RGS7-Gao reg	ABCB1 block	Bcl-XL Bim block	Bcl-B Bim block	RGS8-Gao reg	Bim-Bcl-W
COc1ccc(NC(=O)c2cccc(NC(=O)C(C)C)c2)c([N+](=O)[O-])c1	-12	22	11	90	-10	87	0.5	-9	-11	96	-7
COc1ccc(NC(=O)Nc2nnc(N3CCCCC3C)s2)cc1OC (configuration not stated)	0	13	11	100	-4	101	0.0	-4	-10	100	-6
S=C(Nc1ccc2c(c1)OCO2)Nc1ccc2c(c1)OCO2	3	22	1	142	2	159*[activator]	0.1	-7	-16	141*[activator]	-4

Record cards, from the list above.
`COc1ccc(NC(=O)c2cccc(NC(=O)C(C)C)c2)c([N+](=O)[O-])c1` in the list: Bim-Bfl-1: -12; GSH bead fluor: 22; ABCG2 block: 11; RGS4-Gao reg: 90; Bcl-2 Bim block: -10; RGS7-Gao reg: 87; ABCB1 block: 0.5; Bcl-XL Bim block: -9; Bcl-B Bim block: -11; RGS8-Gao reg: 96; Bim-Bcl-W: -7
`CCC(C)NC(=O)COC(=O)c1cccnc1Nc1ccccc1F` (configuration not stated) in the list: Bim-Bfl-1: 10; GSH bead fluor: 8; ABCG2 block: 10; RGS4-Gao reg: 97; Bcl-2 Bim block: 2; RGS7-Gao reg: 97; ABCB1 block: 0.5; Bcl-XL Bim block: 4; Bcl-B Bim block: 0; RGS8-Gao reg: 88; Bim-Bcl-W: 0

Not a hit list; about 1.1% have a hit in one of these screens.
